ADAM17 inh = ADAM17 inhibitors, primary screen, biochemical, QFRET; recombinant ADAM17, EDANS/DABCYL FRET peptide cleavage; inhibition, % at 6.95 µM; 0.83% of 370,000 active; AID 720648, 2013;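 active = inhibition above the mean of compounds lying between control limits plus 3 SD, set per campaign, cut at about 8.5% in these data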;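 also: 0% = DMSO-only wells as the low control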
Tn6 DDE FP = inhibitors of Tn6 peptide binding to fibrin DD(E), primary screen, biochemical, fluorescence polarization, human fibrin, Tn6 probe. 0.21% of 370,000 active. Fibrinogen beta chain (Homo sapiens), P02675. AID 720509, 2013. Fibrin DD(E) TRITC-Tn6 fluorescence polarization displacement. inhibition, % at 8.3 µM;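 active = inhibition above a per-campaign cutoff: mean of compounds within control limits plus 3 SD, cut at about 15% in these data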;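 also: 0% = median of all compound wells on the plate and 100% = blocking peptide control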
DDE Tn7 FP inh = inhibitors of Tn7 peptide binding to fibrin DD(E), primary screen, biochemical, fluorescence polarization, human fibrin, Tn7 probe; 0.13% of 370,000 active; inhibition, % at 8.3 µM; AID 720508, 2013; FP displacement of FITC-Tn7 peptide from fibrin DD(E); 0% = median of compound wells per plate;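 active = inhibition above the mean of compounds falling within the control limits plus 3 SD of them, cut at about 14% in these data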;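 also: 0% = plate median of compound wells and 100% = 10 µM Aha-Tn7 peptide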
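Test system – human fibrin DD(E) · Times – 10 min preincubation, 3 h with tracer, room temperature · Detection – fluorescence polarization of the labelled Tn7 tracer · Measure – percent inhibition normalized to high-control wells · Benchmarks – high control wells with 10 µM unlabelled Aha-Tn7 peptide (full inhibition) · Repeats – singlicate testing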
PLC-gamma1 inh = PLC-gamma1 enzyme inhibitors, primary screen, biochemical, fluorescence, purified enzyme; AID 720700, 2013; 1-phosphatidylinositol 4,5-bisphosphate phosphodiesterase gamma-1 (Homo sapiens), P19174; 0.84% of 370,000 active; inhibition, % at 12.2 µM; fluorogenic substrate; in the data active = inhibition above about 9.5%
ASAP1 GAP inh = inhibitors of human ASAP1 ArfGAP activity, primary screen, biochemical, fluorescence polarization | Arf-GAP with SH3 domain, ANK repeat and PH domain-containing protein 1 (Homo sapiens), … | ASAP1-stimulated ARF1 GTP hydrolysis, GDP FP detection | inhibition, % at 16.5 µM | 0.19% of 360,000 active | AID 624377, 2012; in the data active = inhibition above about 25%;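 also: 0% = vehicle with enzyme and substrate and 100% = no enzyme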
ADAM10 inh = human ADAM10 inhibitors, primary screen, biochemical, QFRET, HTS | 0.62% of 370,000 active | inhibition, % at 7 µM | Disintegrin and metalloproteinase domain-containing protein 10 (Homo sapiens), O14672 | AID 720582, 2013 | recombinant ADAM10, EDANS/DABCYL FRET peptide cleavage, 3 h;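 active = inhibition above a per-campaign cutoff equal to the mean of compounds falling between control-based bounds plus 3 SD, cut at about 20% in these data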;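 also: 0% = DMSO wells while the 100% control is not disclosed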
PLCb3 inh = human PLC-beta3 inhibitors, primary screen, biochemical, fluorescence; inhibition, % at 12.2 µM; AID 720704, 2013; Purified PLC-beta3, fluorogenic substrate; 1-phosphatidylinositol 4,5-bisphosphate phosphodiesterase beta-3 (Homo sapiens), Q01970; 0.18% of 370,000 active; in the data active = inhibition above about 11%;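 also: 0% = median of compound wells on plate and 100% = full blocker control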
Target sequence (Q01970 whole entry, looked up): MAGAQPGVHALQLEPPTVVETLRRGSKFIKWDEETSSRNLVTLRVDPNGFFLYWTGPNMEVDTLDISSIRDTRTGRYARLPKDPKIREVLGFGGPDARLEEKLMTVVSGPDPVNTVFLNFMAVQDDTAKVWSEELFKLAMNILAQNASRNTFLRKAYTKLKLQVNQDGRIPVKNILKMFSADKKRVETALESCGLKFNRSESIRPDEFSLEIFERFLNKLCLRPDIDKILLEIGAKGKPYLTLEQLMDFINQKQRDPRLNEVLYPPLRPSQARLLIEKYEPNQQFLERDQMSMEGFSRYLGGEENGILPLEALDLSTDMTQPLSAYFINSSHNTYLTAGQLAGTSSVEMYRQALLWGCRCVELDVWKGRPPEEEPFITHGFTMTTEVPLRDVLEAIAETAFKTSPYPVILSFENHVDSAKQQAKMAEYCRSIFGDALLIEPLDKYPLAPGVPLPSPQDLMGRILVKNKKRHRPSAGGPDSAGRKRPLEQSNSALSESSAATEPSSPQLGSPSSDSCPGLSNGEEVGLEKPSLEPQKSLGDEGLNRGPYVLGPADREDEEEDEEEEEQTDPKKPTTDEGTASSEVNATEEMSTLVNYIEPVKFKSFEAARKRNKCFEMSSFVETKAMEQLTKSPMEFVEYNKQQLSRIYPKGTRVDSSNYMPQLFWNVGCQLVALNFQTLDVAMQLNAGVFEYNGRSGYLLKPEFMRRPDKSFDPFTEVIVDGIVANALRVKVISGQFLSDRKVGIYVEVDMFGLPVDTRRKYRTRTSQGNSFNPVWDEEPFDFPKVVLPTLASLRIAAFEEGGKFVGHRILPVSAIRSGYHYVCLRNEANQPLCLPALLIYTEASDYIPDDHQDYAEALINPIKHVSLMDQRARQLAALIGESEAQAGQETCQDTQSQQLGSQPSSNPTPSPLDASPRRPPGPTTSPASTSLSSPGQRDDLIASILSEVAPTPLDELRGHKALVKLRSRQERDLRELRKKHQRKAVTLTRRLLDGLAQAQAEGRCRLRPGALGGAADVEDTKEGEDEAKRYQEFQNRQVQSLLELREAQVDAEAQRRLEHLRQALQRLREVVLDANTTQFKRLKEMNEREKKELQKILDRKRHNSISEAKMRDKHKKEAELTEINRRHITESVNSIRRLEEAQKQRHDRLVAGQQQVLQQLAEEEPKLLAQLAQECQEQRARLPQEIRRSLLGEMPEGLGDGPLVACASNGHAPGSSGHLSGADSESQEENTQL
TDP2 inh = human TDP2 enzyme inhibitors, primary screen, biochemical, epi absorbance, recombinant enzyme. T5PNP hydrolysis, p-nitrophenol absorbance 415 nm. inhibition, % at 12.8 µM. Tyrosyl-DNA phosphodiesterase 2 (Homo sapiens), O95551. 0.34% of 370,000 active;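 active = inhibition above the mean of all tested compounds plus 3 SD, set per campaign, cut at about 25% in these data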;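 also: 0% = DMSO with enzyme and 100% = buffer with substrate but no TDP2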
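Assay system: Recombinant human TDP2 | Quantity: 120 nM TDP2 per well | Incubation: 2 h at 37 °C | Signal: Epi absorbance | Evaluation: Percent inhibition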
SIAE primary = human SIAE inhibitors, primary screen, biochemical, fluorescence polarization, FP-Rh probe, 1536-well HTS; SIAE FP-Rh probe binding; 0.69% of 370,000 active; inhibition, % at 9.66 µM;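 active = inhibition above a cutoff: mean of compounds within the control limits plus 3 SD of those, cut at about 17% in these data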;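 also: 0% = plate median of compound wells and 100% = probe without SIAE protein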
ARFGAP1 inh = inhibitors of rat ARFGAP1 GAP activity, primary screen, biochemical, fluorescence polarization, GDP tracer; inhibition, % at 16.5 µM; Arfgap1-stimulated ARF1 GTP hydrolysis, GDP FP detection; 0.26% of 360,000 active; AID 651572, 2012;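 active = inhibition above a per-plate limit, mean inhibition of low control wells plus 3 SD, cut at about 25% in these data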;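 also: 0% = DMSO wells with enzyme and 100% = wells lacking Arfgap1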
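material = rat Arfgap1 catalytic domain, aa 1-136 | also added = human ARF1(Δ1-17)-GTP substrate | compound dosing = one concentration, 16.5 µM, DMSO 1.26% | times = GTP hydrolysis reaction 2 h at 25 °C | measured by = FP, GDP Alexa 633 tracer displaced from anti-GDP antibody, 620/688 nm | evaluation = percent inhibition of Arfgap1-stimulated GTP hydrolysis | replication = single well per compound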
An asterisk follows results filed as active; i = inactive; · = no result given. Rows were taken by chance; about 3.6% have a hit in one of these screens.

SMILES	ADAM17 inh	Tn6 DDE FP	DDE Tn7 FP inh	PLC-gamma1 inh	ASAP1 GAP inh	ADAM10 inh	PLCb3 inh	TDP2 inh	SIAE primary	ARFGAP1 inh
O=C(Nc1ccc(N2CCN(C(=O)c3cccs3)CC2)cc1)c1cccc(F)c1	2	-1	-10	2	-7	4	0	-1	-2	2
CCOc1ccc(N=CC2=C(O)CC(c3ccco3)CC2=O)cc1 (stereo not given)	-1	-5	-4	-9	5	-6	-9	12	6	-3
CC(C)CC(=O)N=Nc1c(O)[nH]c2ccccc12	-2	-4	-3	2	-5	0	6	2	7	-1
Cc1cc(Br)cn2c(Cc3cccc(F)c3)c(-c3ccc(F)cc3)nc12	-2	-9	0	-3	1	-13	-8	2	-5	-9
N#CCCNC(=O)CCN1CCCCC1	-1	-2	3	0	-10	7	2	1	-3	-9
Cc1cc(S(=O)(=O)Nc2ccc(C(=O)NCC3CCCO3)cc2)ccc1F (stereo not given)	-3	-4	0	1	1	2	3	-2	4	-8
CC(C)(C)Cc1c(-c2ccco2)nc2ccc(Cl)cn12	-1	-1	0	-8	-2	-11	-10	-8	9	-10
COc1ccccc1CNCC(=O)Nc1ccc(N2CCOCC2)cc1	-1	14	0	-3	-3	-8	-1	7	4	5
CC(C)CC1C(=O)N(Cc2cn(CCC3OCCCO3)nn2)CCS(=O)(=O)N1Cc1ccc(-c2ccc(Cl)cc2)cc1 (stereo not given)	2	5	-4	0	-2	-17	3	2	6	7
O=C(Nc1ccncc1)c1ccc2ncsc2c1	-2	1	-2	-12	-3	-12	-14	8	-12	3
Cc1cc(Cl)ccc1NC(=S)NCc1ccccc1Cl	3	2	1	4	0	2	4	1	6	0
O=C(NCCc1ccccc1)C(NS(=O)(=O)c1cccc2nsnc12)c1ccccc1 (stereo not given)	1	3	8	3	-27	2	3	6	10	-14
CCC(C)NS(=O)(=O)c1ccc2[nH]c(=O)oc2c1 (stereo not given)	0	6	-2	-1	·	-1	4	-15	2	·
CC(=O)c1ccc(N2CCN(C(=O)C(=O)c3cn(CC(=O)N4CCOCC4)c4ccccc34)CC2)cc1	2	4	-3	4	10	1	1	-12	-14	-5
COc1ccc(NC(=O)NNC(=O)c2ccc(Cl)cc2Cl)cc1OC	-6	-2	-7	-1	-12	0	-6	11	6	3
CCOC(CC(=O)NNC(=O)c1c(-c2c(Cl)cccc2Cl)noc1C)OCC	-3	8	4	3	-1	3	5	7	0	-5
COCCNC(=S)NNc1ccc(Cl)c(C(=O)O)c1	-5	-9	2	-1	12	3	-7	5	1	-12
COc1ccccc1NC(=O)Nc1ccccc1C(N)=O	-5	0	-3	-1	6	-12	-1	-4	1	-6
CCn1c(SCC(=O)Nc2ccc(C)cc2)nnc1-c1cnccn1	0	11	0	-1	-6	-5	-1	3	2	6
NC(=O)N/N=C/C=C/c1ccccc1	-1	6	-3	3	-1	12	1	0	-3	5
C=CCN(c1ccccc1OC)S(=O)(=O)c1cccc(C(=O)OCC(=O)c2c(N)n(C)c(=O)n(C)c2=O)c1	2	-11	6	1	-1	4	-5	-4	-26	-5
Cc1[nH]n(-c2ccccc2)c(=O)c1/C=N/c1nn[nH]n1	0	4	-2	4	7	-7	5	27*	5	-11
O=C(COC(=O)/C=C/c1cccc(F)c1)Nc1ccc(Cl)cn1	-2	-2	-6	1	6	16	-2	1	-2	-3
CCOC(=O)COc1ccc2c(=O)c(-c3ccc(OC)c(OC)c3)c(C(=O)OCC)oc2c1	-1	3	4	3	-1	0	-1	6	2	6
Cc1noc(C)c1COc1cccc(C(=O)NCc2cccc(Cl)c2)c1	-2	-4	2	2	-3	0	1	2	-9	3
Fc1ccc(CSc2ncnc3c2oc2ccccc23)cc1	4	-5	-6	10*	-2	8	4	-17	3	1
CCOC(=O)c1c(NC(NC(C)=O)C(Cl)(Cl)Cl)sc2c1CCCC2 (stereo not given)	7	6	-1	2	-6	13	0	0	9	-7
Cc1ccc(/C=N/NC(=O)CN(Cc2ccccc2)S(=O)(=O)c2ccc3c(c2)OCCO3)cc1	7	-7	-1	-2	-5	15	0	-1	-19	6
O=C1CCCc2nc(N3CCN(C(=O)c4ccco4)CC3)ncc21	-9	-2	1	-6	-15	-21	-10	3	5	-8
CCCCOC(=O)c1ccccc1N1C(=O)C2C3CCC(C3)C2C1=O (stereo not given)	-3	2	7	-3	0	2	1	-8	-4	3
CC(C)C1Nc2ccc(S(=O)(=O)N3CCOCC3)cc2NC1=O (stereo not given)	-6	0	5	-5	4	-11	-3	-2	8	0
O=C(NC1CC(=O)N(c2ccc(F)cc2)C1)N1CCN(C(=O)c2ccco2)CC1 (stereo not given)	-4	5	-2	-2	8	-6	-4	-2	11	5
CC(C)NC(=O)C(=O)NCCC1CCCCN1S(=O)(=O)c1cccs1 (stereo not given)	-2	1	-3	3	6	4	1	1	6	-3
O=C1NC(c2cccc(OCc3ccccc3)c2)Nc2ccccc21 (stereo not given)	-341	9	-2	-367	-1	i	-469	-1	1	-7
COc1ccc(C(O)c2nc(-c3ccc(C)c(C)c3)cs2)cc1 (stereo not given)	6	-1	9	-3	-7	6	-5	4	-4	12
O=C(NCCN1CCOCC1)c1cc2ccccc2[nH]1	-12	1	-4	2	13	-47	-3	-7	-5	1
COc1ccc(C(=O)NC(CCSC)C(=O)NC2CC2)cc1 (stereo not given)	-2	1	-4	1	7	-9	-2	5	-1	7
O=C(O)c1ccc[n+](Cc2ccc([N+](=O)[O-])cc2)c1	-5	-7	1	0	1	1	-1	12	-3	4
COc1ccc(/C=N\Nc2ccccc2[N+](=O)[O-])c(C(=O)O)c1OC	0	8	5	5	-1	0	-3	0	4	4
O=C(C[C@H]1C(=O)N(C2CCCCC2)C[C@@H]1Cc1ccccc1)Nc1ccccc1	-2	3	8	5	-1	-2	6	0	-1	-4
Cc1onc(-c2ccccc2Cl)c1C(=O)NC(=S)Nc1ccccc1C(N)=O	-79	-6	-5	-37	5	-254	-37	0	-2	-2
CN1C(=O)[C@H]2[C@@H](/C=C/c3ccccc3)N3C(=O)CN(CC4CC4)C(=O)[C@@]3(C)[C@H]2C1=O	-5	-6	6	1	4	-10	-3	1	5	3
COc1ccc(CNC(=O)c2ccc(=O)oc2)cc1OC	-11	0	2	0	0	-50	-3	-5	2	13
Cn1cc(CN2CCC(n3nccc3NC(=O)CCOc3ccccc3)CC2)cn1	-1	5	2	-3	-2	0	-2	-7	-1	-7
O=C(COc1ccc(C(=O)NCc2cccnc2)cc1)Nc1cccc(C(F)(F)F)c1	-6	-7	2	2	8	-2	-2	-6	-7	-1
O=C(Oc1cccc2cccnc12)c1cccc(-n2cnnn2)c1	-1	10	-5	0	-2	-2	-1	3	3	-1
O=C(CNC(=S)N(CCCN1CCOCC1)Cc1cccs1)NC1CC1	-3	-7	5	-1	3	-11	-1	-3	4	3
CC1(C)CC(CCC(=O)Nc2ccc(S(N)(=O)=O)cc2)C(=O)O1 (stereo not given)	-4	-7	-6	5	25*	-1	-1	1	-7	-5
c1ccc(-c2cn(-c3ccccc3)c3ncnc(N4CCCCC4)c23)cc1	-7	3	0	1	15	-4	1	4	-4	16
O=[N+]([O-])c1ccccc1/C=C/C=N/n1c(-c2ccccc2)n[nH]c1=S	-1	-1	4	2	11	7	-1	4	9	7
COc1cccc(-c2cc(C(=O)NCCc3ccccc3)no2)c1	2	-4	3	-3	-6	-4	-2	-18	1	-7
Cc1[nH]n(-c2ccc(Cl)cc2)c(=O)c1/C=N/c1nnc(-c2ccccc2)s1	-1	0	2	0	-1	9	2	37*	5	-2
Cn1c(SCc2nc3ccccc3[nH]2)nnc1-c1cnccn1	-8	10	0	-5	1	-13	-8	1	-3	-6
Cc1cccc(NC(=O)c2cc(S(=O)(=O)N3CCC4(CC3)OCCO4)ccc2F)c1	0	10	4	1	2	6	-12	-10	-4	9
O=C(CN1CCN(S(=O)(=O)c2ccccc2)CC1)NC1CC1	0	4	-3	-1	-1	-8	-6	0	0	-7
CCOC(=O)N(C)C[C@@H]1OCc2ccccc2-c2c(n(C)c3ccccc23)C(=O)N([C@H](C)CO)C[C@H]1C	0	6	-2	0	4	-9	3	-6	-3	-4
CC1=NNC(=O)C1CCC(=O)N/N=C\c1ccc(Cl)c(Cl)c1 (stereo not given)	-6	7	4	-3	1	-7	-1	-2	3	11
Cc1ccc(NC(=O)C2(C)CCN2C(=O)Cc2cc(F)ccc2F)cc1 (stereo not given)	-2	8	-4	2	9	-3	-2	5	-1	10
CC(CCc1ccccc1)NC(=O)c1ccc(NC(=O)c2ccc(Cl)cc2Cl)cc1 (stereo not given)	1	2	-3	2	-2	7	6	4	-7	2
O=C(c1ccc(Br)cc1)N1CCCc2ccccc21	-2	4	-1	-1	9	5	0	-8	-1	-1

Full records from above.
CC(CCc1ccccc1)NC(=O)c1ccc(NC(=O)c2ccc(Cl)cc2Cl)cc1 (stereo not given) across the screens: ADAM17 inh = 1; Tn6 DDE FP = 2; DDE Tn7 FP inh = -3; PLC-gamma1 inh = 2; ASAP1 GAP inh = -2; ADAM10 inh = 7; PLCb3 inh = 6; TDP2 inh = 4; SIAE primary = -7; ARFGAP1 inh = 2
Cn1cc(CN2CCC(n3nccc3NC(=O)CCOc3ccccc3)CC2)cn1 across the screens: ADAM17 inh = -1; Tn6 DDE FP = 5; DDE Tn7 FP inh = 2; PLC-gamma1 inh = -3; ASAP1 GAP inh = -2; ADAM10 inh = 0; PLCb3 inh = -2; TDP2 inh = -7; SIAE primary = -1; ARFGAP1 inh = -7
